Compound activity: PubChem BioAssay, Sanford-Burnham Center for Chemical Genomics
tim23-1 inh – inhibits growth of tim23-1 mutant yeast; S. cerevisiae tim23-1 growth, BacTiter-Glo luminescence, 24 h; inhibition, % at 20 µM; actives 1.3% (n = 330,000); AID 463212;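 active = growth inhibition of the mutant yeast at or above 50%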;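 note: temperature-sensitive mutant grown at 25 °C; plate controls were DMSO-treated mutant yeast for no effect and medium wells lacking yeast for full effect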
XBP1 UPR activ – adaptive UPR (XBP1) activation; activation, % at 20 µM; actives 0.33% (n = 330,000); CHO-XBP1 luciferase reporter, IRE1-XBP1 UPR activation, luminescence; percent of tunicamycin response, DMSO as zero;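 active = versus positive control, 20 µM dose yields 30% or more activation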;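 note: 100% = tunicamycin at 10 µg/mL and 0% = DMSO only wells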
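Assay system: CHO-XBP1 luciferase reporter cells; Schedule: 6 h treatment, 37 °C; Detection: glow luminescence from Steady-Glo reagent; Benchmarks: high control tunicamycin 10 µg/mL final, low control DMSO vehicle only.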
APJ agonist – APJ receptor agonism; CHO-K1 APJ PathHunter beta-arrestin, luminescence; 0% DMSO wells, 100% apelin; activation, % at 20 µM; actives 0.11% (n = 330,000);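 active = activation more than six SD over the plate average, tested at 20 µM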;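 note: 0% = DMSO alone and 100% = apelin-13 at 10 nM; some results filed as inactive read as strong as hits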
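Assay system: CHO-K1 cells stably expressing ProLink-tagged human APJ and arrestin–beta-gal acceptor. Compound dosing: 20 µM single point, 1% DMSO. Times: 16-18 h seeding, 90 min dark compound exposure, 60 min detection. Detection: beta-gal luminescence. Evaluation: APJ–arrestin association signal. Controls: negative DMSO alone, positive Apelin-13 at 10 nM.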
tim10-1 inh – inhibits growth of tim10-1 mutant yeast; S. cerevisiae tim10-1 ts strain growth, BacTiter-Glo, 24 h; inhibition, % at 20 µM; actives 2.2% (n = 330,000); AID 463190;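 active = inhibition of at least 40%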;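 note: mutant grown at 25 °C; 0% = DMSO wells with yeast and 100% = wells holding no yeast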
CHOP UPR activ – activators of apoptotic arm of unfolded protein response (CHOP) | actives 0.34% (n = 330,000) | activation, % at 10 µM | AID 449763 | CHO-CHOP luciferase reporter, UPR activation, luminescence; percent of tunicamycin response over DMSO baseline;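 active = at 10 µM dose, activation of 40% or more, normalized to positive control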;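 note: 100% = tunicamycin at 10 µg/mL and 0% = DMSO alone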
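Test system: CHO CHOP reporter cells. Input: 500 CHO-CHOP cells per well. Medium: F12 with 10% FBS. Technique: luciferase luminescence. Measure: percent activation relative to tunicamycin control. Dosing: 10 µM compound, 0.5% DMSO. Timing: 16-18 h cell attachment, then 6 h compound exposure, 37 °C.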
NR3A LBD binder – modulates the human NR3A ligand-binding domain | NR3A LBD differential scanning fluorimetry, Tm shift; 0% = protein alone, 100% = glycine-bound protein | Tm shift relative to glycine control, % at 25 µM | actives 2.5% (n = 340,000);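 active = melting temperature shift of at least 10% of the positive control shift, at one fixed dose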
TIM10 inh – TIM10 yeast growth inhibition; S. cerevisiae TIM10 strain growth, BacTiter-Glo luminescence, 24 h; inhibition, % at 10 µM; actives 1.4% (n = 330,000); AID 463195;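 active = inhibition of 40% or more at the single tested concentration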;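 note: wild-type TIM10 isogenic control strain grown at permissive 25 °C; 0% = DMSO yeast wells and 100% = minimal medium wells without yeast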
Mdm2 MdmX PPI – inhibitors of human Mdm2/MdmX interaction; O15151+Q00987; SaOS-2 split-luciferase Mdm2/MdmX complementation, luminescence; inhibition, % at 8 µM; actives 3% (n = 330,000); AID 485346;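 active = inhibition of at least 50% at 8 µM in the primary screen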
Target sequence (O15151 whole entry, looked up): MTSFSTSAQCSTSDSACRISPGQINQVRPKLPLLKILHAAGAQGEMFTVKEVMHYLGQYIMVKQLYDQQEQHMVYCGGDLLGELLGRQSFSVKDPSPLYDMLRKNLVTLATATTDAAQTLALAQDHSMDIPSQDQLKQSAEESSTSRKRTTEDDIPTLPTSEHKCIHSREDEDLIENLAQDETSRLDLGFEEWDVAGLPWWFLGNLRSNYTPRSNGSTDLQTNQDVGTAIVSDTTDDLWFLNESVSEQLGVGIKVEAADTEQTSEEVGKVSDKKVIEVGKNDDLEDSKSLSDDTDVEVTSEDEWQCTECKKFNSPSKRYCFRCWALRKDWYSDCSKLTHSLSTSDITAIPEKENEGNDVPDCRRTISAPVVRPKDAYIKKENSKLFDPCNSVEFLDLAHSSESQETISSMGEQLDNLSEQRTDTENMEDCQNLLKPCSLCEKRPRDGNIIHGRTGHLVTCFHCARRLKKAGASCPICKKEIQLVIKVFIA
Target sequence (Q00987 whole entry, looked up): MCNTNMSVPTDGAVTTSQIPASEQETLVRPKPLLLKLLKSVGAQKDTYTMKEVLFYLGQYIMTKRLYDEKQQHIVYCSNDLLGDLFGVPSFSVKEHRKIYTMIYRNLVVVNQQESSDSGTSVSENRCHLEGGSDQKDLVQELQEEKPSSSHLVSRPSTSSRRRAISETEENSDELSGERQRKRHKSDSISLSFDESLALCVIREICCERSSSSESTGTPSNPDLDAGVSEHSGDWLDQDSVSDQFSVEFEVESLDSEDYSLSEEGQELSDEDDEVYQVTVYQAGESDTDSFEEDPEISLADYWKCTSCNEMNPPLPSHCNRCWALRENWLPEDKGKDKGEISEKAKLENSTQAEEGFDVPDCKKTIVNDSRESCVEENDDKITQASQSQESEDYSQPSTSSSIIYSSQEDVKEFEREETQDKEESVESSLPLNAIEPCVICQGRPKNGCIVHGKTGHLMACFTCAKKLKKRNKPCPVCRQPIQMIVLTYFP
NALP3 yeast inh – blocks the NALP3 inflammasome reconstituted in yeast; Yeast reconstituted NLRP3/ASC/caspase-1, beta-gal luminescence, 24 h; inhibition, % at 10 µM; actives 0.39% (n = 330,000); AID 2825;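 active = inhibition of 50% or more; inactive = inhibition below 50%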;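 note: plate controls were induced DMSO wells for no effect and uninduced yeast grown without galactose for full effect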
The depositor's hits bear a star.

What do the screens show for `COc1ccc(NC(=O)C2CCCN(S(=O)(=O)c3cccc4nonc34)C2)c(OC)c1` (stereo not drawn)?
tim23-1 inh: -12; XBP1 UPR activ: 0; APJ agonist: -1; tim10-1 inh: -8; CHOP UPR activ: -1.2; NR3A LBD binder: 1; TIM10 inh: -4; Mdm2 MdmX PPI: 10; NALP3 yeast inh: 1

Results for Cn1ncc(N)c1C(=O)Nc1cccc(C(F)(F)F)c1 ?
tim23-1 inh: 18; XBP1 UPR activ: 1; APJ agonist: 3; tim10-1 inh: 23; CHOP UPR activ: -0.9; NR3A LBD binder: -1; TIM10 inh: 14; Mdm2 MdmX PPI: -7; NALP3 yeast inh: 21

Results for N#CC1=C(N)N2C(=C(C#N)C1c1ccc(Br)cc1)Nc1ccccc12 (stereo not drawn) ?
tim23-1 inh: -18; XBP1 UPR activ: 10; APJ agonist: 8; tim10-1 inh: 7; CHOP UPR activ: 3.5; NR3A LBD binder: 23*; TIM10 inh: -16; Mdm2 MdmX PPI: 96*; NALP3 yeast inh: -12

Results for COc1ccc(CC(=O)Nc2ccc(F)c(Cl)c2)cc1S(=O)(=O)N1CCOCC1 ?
tim23-1 inh: 7; XBP1 UPR activ: -1; APJ agonist: -1; tim10-1 inh: 30; CHOP UPR activ: 0.1; NR3A LBD binder: 0; TIM10 inh: 12; Mdm2 MdmX PPI: -19; NALP3 yeast inh: 9

How did CC1CCN(S(=O)(=O)c2cccc(C(=O)NC3CCCC3)c2)CC1 do in these assays?
tim23-1 inh: 32; XBP1 UPR activ: -6; APJ agonist: 0; tim10-1 inh: 19; CHOP UPR activ: -0.6; NR3A LBD binder: 0; TIM10 inh: 16; Mdm2 MdmX PPI: 27; NALP3 yeast inh: -4

Results for COc1ccc(C(=O)OC2CCN(C)CC2)cc1 ?
tim23-1 inh: -2; XBP1 UPR activ: -2; APJ agonist: -4; tim10-1 inh: -22; CHOP UPR activ: -3.2; NR3A LBD binder: -1; TIM10 inh: 5; Mdm2 MdmX PPI: 6; NALP3 yeast inh: 18

Results for CC1CCCN(C(=O)CSc2nc3ccccc3o2)C1 (stereo not drawn) ?
tim23-1 inh: 4; XBP1 UPR activ: 6; APJ agonist: -4; tim10-1 inh: 10; CHOP UPR activ: 1.9; NR3A LBD binder: -3; TIM10 inh: 24; Mdm2 MdmX PPI: -12; NALP3 yeast inh: 14

Results for C/C(=N/NS(=O)(=O)c1ccc(C(C)C)cc1)c1ccncc1 ?
tim23-1 inh: 3; XBP1 UPR activ: -7; APJ agonist: 3; tim10-1 inh: -7; CHOP UPR activ: 2.2; NR3A LBD binder: 4; TIM10 inh: 3; Mdm2 MdmX PPI: 27; NALP3 yeast inh: 13

What do the screens show for `CC1=CC(C)(C)n2c(O)c(C3=NC(=S)NC3=O)c3cc(OC(=O)c4cccc5ccccc45)cc1c32`?
tim23-1 inh: 7; XBP1 UPR activ: 9; APJ agonist: -6; tim10-1 inh: 12; CHOP UPR activ: 4.1; NR3A LBD binder: -1; TIM10 inh: 6; Mdm2 MdmX PPI: 77*; NALP3 yeast inh: 16

Results for CCN(CCn1cccn1)C(=O)c1cc(COc2c(F)cccc2F)on1 ?
tim23-1 inh: 8; XBP1 UPR activ: -1; APJ agonist: 2; tim10-1 inh: -8; CHOP UPR activ: 2.4; NR3A LBD binder: -1; TIM10 inh: -4; Mdm2 MdmX PPI: 4; NALP3 yeast inh: 20

Results for CCC1(C)CC(CCN(Cc2ccco2)C(C)=O)(c2ccccc2)CCO1 (stereo not drawn) ?
tim23-1 inh: 24; XBP1 UPR activ: 0; APJ agonist: -4; tim10-1 inh: 25; CHOP UPR activ: -1.7; NR3A LBD binder: 0; TIM10 inh: 34; Mdm2 MdmX PPI: -16; NALP3 yeast inh: -10

Results for CCC[n+]1cn(/C(C(=S)Nc2cccc(Cl)c2C)=C(/[O-])c2ccc(OC)c(OC)c2)c2ccccc21 ?
tim23-1 inh: 21; XBP1 UPR activ: -5; APJ agonist: -1; tim10-1 inh: 27; CHOP UPR activ: -1.8; NR3A LBD binder: 2; TIM10 inh: 12; Mdm2 MdmX PPI: 15; NALP3 yeast inh: 11

Results for CN(C)S(=O)(=O)c1cccc(NC(=O)COC(=O)c2ccc(Br)o2)c1 ?
tim23-1 inh: 6; XBP1 UPR activ: -1; APJ agonist: 2; tim10-1 inh: 15; CHOP UPR activ: -1.5; NR3A LBD binder: 2; TIM10 inh: 5; Mdm2 MdmX PPI: -13; NALP3 yeast inh: -3

Results for O=C(CCC(=O)c1ccc(F)cc1)OCc1nnc(-c2ccc([N+](=O)[O-])cc2)o1 ?
tim23-1 inh: 25; XBP1 UPR activ: -1; APJ agonist: 2; tim10-1 inh: 19; CHOP UPR activ: 0.6; NR3A LBD binder: 2; TIM10 inh: 14; Mdm2 MdmX PPI: -13; NALP3 yeast inh: 9

How did CSCC(C)N1CCC(n2nccc2NC(=O)c2ccccc2C)CC1 (stereo not drawn) do in these assays?
tim23-1 inh: -12; XBP1 UPR activ: -3; APJ agonist: -3; tim10-1 inh: -18; CHOP UPR activ: -1.1; NR3A LBD binder: 1; TIM10 inh: 2; Mdm2 MdmX PPI: -3; NALP3 yeast inh: 0

How did N#CC/C(N)=N/Nc1nc2ccccc2nc1Cc1ccccc1 do in these assays?
tim23-1 inh: 23; XBP1 UPR activ: -1; APJ agonist: -2; tim10-1 inh: 33; CHOP UPR activ: 0.0; TIM10 inh: 17; Mdm2 MdmX PPI: 36; NALP3 yeast inh: 6

Results for CCOc1ccc2[nH]cc(C(=O)O)c(=O)c2c1 ?
tim23-1 inh: 10; XBP1 UPR activ: -4; APJ agonist: -2; tim10-1 inh: 13; CHOP UPR activ: 3.1; NR3A LBD binder: -1; TIM10 inh: 15; Mdm2 MdmX PPI: -4; NALP3 yeast inh: 7

How did COc1ccc(NC(=O)CCCn2c(=O)c3sccc3n(Cc3ccccc3C)c2=O)cc1 do in these assays?
tim23-1 inh: 27; XBP1 UPR activ: -2; APJ agonist: -1; tim10-1 inh: 28; CHOP UPR activ: 1.9; NR3A LBD binder: -1; TIM10 inh: 10; Mdm2 MdmX PPI: -35; NALP3 yeast inh: 11

What do the screens show for `OC(COc1ccc(Br)cc1)CN1CCCC1` (stereo not drawn)?
tim23-1 inh: 3; XBP1 UPR activ: -3; APJ agonist: -1; tim10-1 inh: 7; CHOP UPR activ: 2.8; NR3A LBD binder: 1; TIM10 inh: 5; Mdm2 MdmX PPI: 2; NALP3 yeast inh: 7

What do the screens show for `COC(=O)C(=CC(=CN(C)C)C=C(C(=O)OC)C(=O)OC)C(=O)OC`?
tim23-1 inh: 19; XBP1 UPR activ: 5; APJ agonist: -2; tim10-1 inh: 10; CHOP UPR activ: -1.8; NR3A LBD binder: 2; TIM10 inh: 16; Mdm2 MdmX PPI: 25; NALP3 yeast inh: -3

Arranged by number of heavy atoms (low to high): part of the list above.
How did N#CC/C(N)=N/Nc1nc2ccccc2nc1Cc1ccccc1 do in these assays?
tim23-1 inh: 23; XBP1 UPR activ: -1; APJ agonist: -2; tim10-1 inh: 33; CHOP UPR activ: 0.0; TIM10 inh: 17; Mdm2 MdmX PPI: 36; NALP3 yeast inh: 6

What do the screens show for `COC(=O)C(=CC(=CN(C)C)C=C(C(=O)OC)C(=O)OC)C(=O)OC`?
tim23-1 inh: 19; XBP1 UPR activ: 5; APJ agonist: -2; tim10-1 inh: 10; CHOP UPR activ: -1.8; NR3A LBD binder: 2; TIM10 inh: 16; Mdm2 MdmX PPI: 25; NALP3 yeast inh: -3

How did CSCC(C)N1CCC(n2nccc2NC(=O)c2ccccc2C)CC1 (stereo not drawn) do in these assays?
tim23-1 inh: -12; XBP1 UPR activ: -3; APJ agonist: -3; tim10-1 inh: -18; CHOP UPR activ: -1.1; NR3A LBD binder: 1; TIM10 inh: 2; Mdm2 MdmX PPI: -3; NALP3 yeast inh: 0

Additional entries
How did O=C(NC1CCCCC1)C(c1ccncc1)N(Cc1ccc2c(c1)OCO2)C(=O)c1cnsn1 (stereo not drawn) do in these assays?
tim23-1 inh: -3; XBP1 UPR activ: -1; APJ agonist: 2; tim10-1 inh: -8; CHOP UPR activ: -2.3; NR3A LBD binder: -1; TIM10 inh: -14; Mdm2 MdmX PPI: -2; NALP3 yeast inh: 18

How did Cc1ccnc(SCCn2c(N3CCN(c4ccccc4)CC3)nc3c2c(=O)[nH]c(=O)n3C)n1 do in these assays?
tim23-1 inh: 16; XBP1 UPR activ: 0; APJ agonist: 10; tim10-1 inh: 8; CHOP UPR activ: 2.2; NR3A LBD binder: 0; TIM10 inh: -2; Mdm2 MdmX PPI: -7; NALP3 yeast inh: 10

What do the screens show for `CCOC(=O)CN(C(=O)CSc1nnc2c(n1)[nH]c1ccc(F)cc12)c1ccccc1`?
tim23-1 inh: 20; XBP1 UPR activ: -1; APJ agonist: -8; tim10-1 inh: 23; CHOP UPR activ: 1.3; NR3A LBD binder: -10; TIM10 inh: 21; Mdm2 MdmX PPI: 21; NALP3 yeast inh: 13

What do the screens show for `COc1ccc(Cl)cc1CN1C(=O)NC2(CCCCCC2)C1=O`?
tim23-1 inh: 27; XBP1 UPR activ: -3; APJ agonist: 1; tim10-1 inh: 19; CHOP UPR activ: -0.3; NR3A LBD binder: 0; TIM10 inh: 8; Mdm2 MdmX PPI: 3; NALP3 yeast inh: 12

What do the screens show for `COc1ccc(-c2cn[nH]c2N)cc1`?
tim23-1 inh: -2; XBP1 UPR activ: 0; APJ agonist: -2; tim10-1 inh: -12; CHOP UPR activ: -0.2; NR3A LBD binder: 4; TIM10 inh: -1; Mdm2 MdmX PPI: 13; NALP3 yeast inh: -13

What do the screens show for `CSc1nc(C)cc(Oc2ccc(=O)n(C)n2)n1`?
tim23-1 inh: 8; XBP1 UPR activ: 1; APJ agonist: -1; tim10-1 inh: -14; CHOP UPR activ: 0.0; NR3A LBD binder: -1; TIM10 inh: 11; Mdm2 MdmX PPI: -17; NALP3 yeast inh: 8

Results for CCOC(=O)C1=C(COC(=O)C2(C)CC2(Cl)Cl)NC(=O)NC1c1ccccc1 (stereo not drawn) ?
tim23-1 inh: 7; XBP1 UPR activ: 1; APJ agonist: -3; tim10-1 inh: 5; CHOP UPR activ: 0.9; NR3A LBD binder: -1; TIM10 inh: 4; Mdm2 MdmX PPI: 12; NALP3 yeast inh: 11

How did Cc1noc(C)c1COc1cccc(C(=O)Nc2ccccc2)c1 do in these assays?
tim23-1 inh: -4; XBP1 UPR activ: 0; APJ agonist: 3; tim10-1 inh: -1; CHOP UPR activ: 0.4; NR3A LBD binder: 4; TIM10 inh: 3; Mdm2 MdmX PPI: 9; NALP3 yeast inh: -4

Results for CC(=O)Nc1ccc(NC(=O)Nc2cccc3ccccc23)cc1 ?
tim23-1 inh: -11; XBP1 UPR activ: 2; APJ agonist: -1; tim10-1 inh: -10; CHOP UPR activ: 1.6; NR3A LBD binder: 0; TIM10 inh: 4; Mdm2 MdmX PPI: 5; NALP3 yeast inh: 13

How did CCS(=O)(=O)NCC(c1cccnc1)N1CCN(c2ccc(OC)cc2)CC1 (stereo not drawn) do in these assays?
tim23-1 inh: 21; XBP1 UPR activ: 3; APJ agonist: 2; tim10-1 inh: -3; CHOP UPR activ: 0.0; NR3A LBD binder: 0; TIM10 inh: -6; Mdm2 MdmX PPI: -18; NALP3 yeast inh: 10
